# ARNT TACC3 PPI – ARNT/TACC3 interaction disruption | Q9Y6A5 | AlphaScreen His-ARNT PAS-B/GST-TACC3 binding, luminescence; TACC3 fragment carries E629A point mutation | inhibition, % at 9.99 µM | hit rate 0.66% among 390,000;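 active = mean inhibition of replicates at least 50% and at least half of replicates each reaching 50%; inconclusive = half or more replicates reach 50% but mean below 50%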;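 note: 0% = complete ARNT plus TACC3 wells and 100% = ARNT alone without TACC3; many hits fall short of the cut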
# LGR2 antag – Drosophila LGR2 receptor signaling inhibition. HEK293 LGR2, CRE-luciferase, bursicon-stimulated, 4 h. inhibition, % at 9.99 µM. hit rate 0.35% among 380,000. AID 720647;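 active = drop in luminescence signal, shown as inhibition above about 50% in the replicate tests, limit read from the data, passing the limit was not always enough; inconclusive = probably only some replicates passing the limit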;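 note: agonist challenge used bursicon conditioned medium at about half maximal strength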
# Casp6 inh – inhibitors of human caspase-6. P55212. purified caspase-6, Z-VEID-R110 cleavage fluorescence. inhibition, % at 12.5 µM. hit rate 0.53% among 350,000;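 active = mean inhibition across replicates at least about 35%, with every replicate also reaching that limit, limit read from the data; inconclusive = only one of the two criteria met; inactive = neither criterion met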;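 note: 0% = median of neutral control wells and 100% = no fluorescence left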
# Target sequence (P55212 24-179 limits assumed): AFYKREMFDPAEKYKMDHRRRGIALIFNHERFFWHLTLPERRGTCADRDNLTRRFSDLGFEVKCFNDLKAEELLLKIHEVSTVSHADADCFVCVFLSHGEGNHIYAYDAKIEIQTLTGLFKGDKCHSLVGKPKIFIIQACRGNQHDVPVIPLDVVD
# Target sequence (P55212 194-293 limits assumed): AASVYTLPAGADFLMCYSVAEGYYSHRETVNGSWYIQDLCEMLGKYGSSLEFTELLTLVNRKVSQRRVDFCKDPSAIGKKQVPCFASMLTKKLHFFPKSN
# EWS-Fli inh – blocks EWS/Fli oncoprotein-driven transcription | A673 NR0B1-luciferase reporter, viability-normalised | inhibition, % at 12.6 µM | hit rate 0.67% among 350,000 | AID 651661;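 active = mean inhibition of at least 50% after viability correction, with every replicate also passing that limit; inconclusive = mean reaches 50% but only one of two replicates passes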;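 note: firefly luciferase signal divided by Alamar Blue viability fluorescence both relative to DMSO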
# DENV2 CPE rescue – inhibitors of DENV2 cytopathic effect | DENV2-infected cells, cytopathic effect rescue, plate reader | CPE inhibition, % at 9.99 µM | hit rate 1.7% among 350,000 | AID 651640; in the data active = CPE inhibition above about 20%, passing the limit was not always enough; inconclusive = no clear call, values can overlap the other calls; tested in BHK-21 cells;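 note: 0% = median of neutral control wells and 100% = median of positive control wells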
# SIRT5 inh – sirtuin-5 (human) deacylase inhibition; Q9NXA8; Purified SirT5, succinyl-peptide AMC, trypsin-coupled fluorescence; inhibition, % at 15 µM; hit rate 1.1% among 330,000; AID 652115; in the data active = inhibition above about 15%; inconclusive = no clear call, values can overlap the other calls
# Target sequence (Q9NXA8 whole entry, looked up): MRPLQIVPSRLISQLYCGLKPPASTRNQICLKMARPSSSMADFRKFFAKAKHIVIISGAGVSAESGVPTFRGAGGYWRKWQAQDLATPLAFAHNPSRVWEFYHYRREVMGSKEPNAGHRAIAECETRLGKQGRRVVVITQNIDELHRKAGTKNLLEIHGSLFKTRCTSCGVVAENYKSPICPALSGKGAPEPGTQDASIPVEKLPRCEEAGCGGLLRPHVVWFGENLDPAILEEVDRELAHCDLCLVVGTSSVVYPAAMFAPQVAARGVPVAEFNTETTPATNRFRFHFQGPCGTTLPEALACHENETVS
# PAX8 inh HTS – PAX8 transcriptional activity inhibition | RMG-I TPO-luciferase reporter, SteadyGlo, 24 h | inhibition, % at 12.6 µM | hit rate 1.2% among 360,000 | AID 652154;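 active = mean replicate inhibition at least 60% with every replicate also reaching 60%; inconclusive = only one of the two criteria is met; inactive = mean below 60% and not all replicates reaching 60%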;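 note: luciferase light reporting Pax8 driven TPO promoter activity; plate controls were median of neutral control wells for no effect and mitoxantrone controls for full effect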
# An asterisk follows results filed as active; ? = inconclusive; · = not tested or not shown.
nr	SMILES	ARNT TACC3 PPI	LGR2 antag	Casp6 inh	EWS-Fli inh
1	CNC[C@@H]1Oc2cc(C#C[C@@H](C)O)ccc2S(=O)(=O)N([C@H](C)CO)C[C@H]1C	-10.6	20.9	1.1	-8.6
2	CCOC(=O)C1=C(c2ccccc2)NC(N)=NC1c1ccc(OCc2ccc(Cl)cc2)c(OC)c1 (stereo not given)	17.8	5.1	-0.8	-9.7
3	COc1cccc(C(=O)Nc2ccc3c(c2)C(=O)N(C)C[C@H](OC)[C@@H](C)CN(CCc2ccccc2)[C@@H](C)CO3)c1	-1.6	5.1	·	5.5
4	Cc1ccc(NC(=O)C2CCCN(c3ncnc4c3nc3n4CCCCC3)C2)nc1 (stereo not given)	11.9	3.8	0.0	·
5	O=C(CN1CCOc2ccccc21)NCc1ccc(Cl)cc1	13.8	29.8	1.5	14.6
6	CC(=O)Nc1ccc(NC(=O)c2cccc3c2-c2ccccc2C3=O)cc1	3.9	3.8	-4.8	-19.4
7	COc1ccc(NCc2nnc(SCc3ccc(Cl)cc3)n2-c2ccccc2)cc1	2.5	14.6	·	·
8	COc1ccc(C[C@H]2CCn3cc(nn3)COC[C@@H](C(C)C)NC2=O)cc1	·	1.8	1.9	-2.9
9	CCn1nc(C)c(CN2CCCC(CO)(Cc3ccccc3)C2)c1C (stereo not given)	19.6	10.5	1.5	-2.4
10	CCN1CCCC1CNC(=O)c1ccc2c(c1)NC(=O)/C(=C\c1ccc(C)cc1)S2 (stereo not given)	42.2	-5.2	-42.0	·
11	O=C1N=c2ccccc2=C1c1[nH]c(=S)[nH]c1O	-2.4	-4.9	3.0	10.8
12	C[C@@H]1CN([C@H](C)CO)C(=O)Cc2cc(NS(=O)(=O)c3cccs3)ccc2O[C@H]1CN(C)C(=O)Nc1ccc2c(c1)OCO2	-1.0	1.5	3.5	-13.5

nr	DENV2 CPE rescue	SIRT5 inh	PAX8 inh HTS
1	-8.7	-4.3	·
2	-15.7	-0.7	-15.0
3	-4.3	18.3*	43.0
4	1.7	-1.1	15.5
5	1.4	·	15.1
6	0.7	-3.1	9.9
7	·	·	23.7
8	1.4	4.3	-2.8
9	4.1	-3.5	4.7
10	-1.3	-0.3	33.8
11	-5.8	0.2	-1.5
12	?	-0.7	·

# Excerpt, nos. 10–12
nr	SMILES	ARNT TACC3 PPI	LGR2 antag	Casp6 inh	EWS-Fli inh
10	CCN1CCCC1CNC(=O)c1ccc2c(c1)NC(=O)/C(=C\c1ccc(C)cc1)S2 (stereo not given)	42.2	-5.2	-42.0	·
11	O=C1N=c2ccccc2=C1c1[nH]c(=S)[nH]c1O	-2.4	-4.9	3.0	10.8
12	C[C@@H]1CN([C@H](C)CO)C(=O)Cc2cc(NS(=O)(=O)c3cccs3)ccc2O[C@H]1CN(C)C(=O)Nc1ccc2c(c1)OCO2	-1.0	1.5	3.5	-13.5

nr	DENV2 CPE rescue	SIRT5 inh	PAX8 inh HTS
10	-1.3	-0.3	33.8
11	-5.8	0.2	-1.5
12	?	-0.7	·

# More entries:
nr	SMILES	ARNT TACC3 PPI	LGR2 antag	Casp6 inh	EWS-Fli inh
13	CC(=O)Cn1ncc(N2CCOCC2)c(Br)c1=O	-4.4	15.7	-1.4	-4.6
14	O=C(N/C(=C/c1ccc(Cl)cc1)c1nc2ccccc2[nH]1)c1ccco1	-1.1	-17.5	·	·
15	CN(c1ccccc1)S(=O)(=O)c1cccc(NC(=O)CN2CCc3ccccc3C2)c1	-5.6	3.7	-0.1	8.7
16	O=C(O)/C=C/c1cccc(OCc2ccccc2)c1	-12.1	-13.3	1.6	12.3
17	C[C@H]1CN([C@@H](C)CO)C(=O)c2cc(C#CC(C)(C)O)cnc2O[C@H]1CN(C)C(=O)c1ccccc1F	10.6	0.3	-0.1	-0.4
18	CC(=O)N1CCCCN2[C@H](CO)[C@@H](c3ccc(-c4ccc(C)cc4)cc3)[C@@H]2C1	13.2	3.6	-4.2	·
19	CCOC(=O)C(=O)c1cn(C2OCC(OC(C)=O)C(OC(C)=O)C2OC(C)=O)c2ccccc12 (stereo not given)	20.6	-4.4	·	·
20	CC(C)n1nccc1NS(=O)(=O)c1ccccc1	·	-0.9	0.0	4.4
21	COc1ccc(-c2nc3ncccc3o2)cc1NC(=O)c1ccco1	·	-3.9	-1.5	-48.7
22	O=C(Nc1csc([N+](=O)[O-])c1)Nc1c(Cl)cccc1Cl	-5.5	-13.9	5.5	6.3
23	c1ccc2nc(N3CCOCC3)c(N3CCCC3)nc2c1	-10.0	8.5	-0.5	0.0
24	CC(=O)Nc1ccc(S(=O)(=O)N2CC3(C)CC2CC(C)(C)C3)cc1 (stereo not given)	3.4	·	1.7	6.5

nr	DENV2 CPE rescue	SIRT5 inh	PAX8 inh HTS
13	5.9	-0.1	14.6
14	·	·	10.0
15	-3.7	-0.4	4.0
16	8.1	1.2	?
17	-9.7	-1.7	·
18	18.6	1.7	13.0
19	·	·	-3.5
20	-7.9	0.4	-6.6
21	-8.1	0.4	-27.6
22	2.6	1.3	4.7
23	7.6	2.1	-11.1
24	-6.1	6.1	8.9

# (continued)
nr	SMILES	ARNT TACC3 PPI	LGR2 antag	Casp6 inh	EWS-Fli inh
25	CC(C)c1ncc(C(O)c2ccccc2)n1C (stereo not given)	1.3	·	-0.3	10.2
26	CCOc1cc(C=O)ccc1OCC(N)=O	-2.5	-3.2	-1.8	-0.9
27	COc1ccc(CN(C(=O)c2ccc(C)cc2)c2cccc(N)c2)cc1	2.7	-11.6	-3.3	-1.4
28	Cc1cc(C)nc(/N=C2\NC(=O)CC(C(=O)O)N2c2ccc(Cl)cc2Cl)n1 (stereo not given)	-9.0	-6.3	-3.6	0.7
29	COc1ccccc1CC(=O)NCC(c1ccco1)N1CCCCC1 (stereo not given)	0.6	11.0	-4.1	0.1
30	COc1ccc(S(=O)(=O)N2C[C@@H](O)COC[C@@H]3O[C@@H](CC(=O)N[C@H]4CCN(Cc5ccccc5)C4)CC[C@H]32)cc1	3.3	17.4	-9.9	-4.7
31	CC(=O)C1=C(O)C(=O)N(c2ccc(O)cc2)C1c1cccc(F)c1 (stereo not given)	5.3	-2.5	1.4	-1.8
32	O=C(CSc1ccc2nnc(CCNS(=O)(=O)c3ccccc3)n2n1)Nc1nc2ccccc2s1	-4.5	·	6.2	11.5
33	CC(C(=O)N1CCOCC1)n1cc([N+](=O)[O-])cn1 (stereo not given)	-1.6	0.8	0.3	-10.3
34	O=C(CN1CCN(S(=O)(=O)c2ccccc2F)CC1)NC1CCCC1	-21.5	18.9	2.2	-4.3
35	C[C@@H](NC(=O)[C@H]1N[C@H]2c3ccc(-c4ccncc4)c(=O)n3C[C@H]2[C@@H]1CO)c1ccccc1	7.2	8.7	1.2	-6.2
36	COC(=O)C(C)(N)Cc1ccc(O)cc1 (stereo not given)	-6.2	·	2.2	-5.9

nr	DENV2 CPE rescue	SIRT5 inh	PAX8 inh HTS
25	-4.9	10.4	4.3
26	-1.6	-4.5	-25.5
27	37.9*	·	0.9
28	10.9	-2.7	11.8
29	-1.8	-4.9	-5.3
30	-1.1	8.9	2.3
31	1.0	0.5	-4.4
32	5.3	4.6	9.0
33	-3.2	-1.6	-1.1
34	21.6*	-6.9	-8.1
35	-2.0	-10.6	18.8
36	16.3	-1.3	8.4

# (more compounds)
nr	SMILES	ARNT TACC3 PPI	LGR2 antag	Casp6 inh	EWS-Fli inh
37	O=C(Cc1cccc(NC(=O)C2CCN(C(=O)c3ccccc3)CC2)c1)Nc1cccc(C(=O)N2CCCCC2)c1	-3.1	28.6	-3.1	-8.3
38	CCCCN1C(=O)/C(=C(/C#N)C(=O)N2CCCC2)c2ccccc21	-5.1	-0.5	0.0	13.3
39	CCn1cc(S(=O)(=O)NCc2ccccc2Br)cn1	-3.0	-2.8	0.5	2.6
40	Cc1ccc(NC(=S)N2CCCC(c3nc4ccccc4[nH]3)C2)cc1 (stereo not given)	-31.2	-5.0	-0.9	-5.2
41	COc1cc(Cl)ccc1OCc1cc(C(=O)N2C[C@@H]3CCC[C@H]2C3)no1	1.5	-97.5	2.6	-99.6
42	COc1ccc(/C=N/NC(=O)COc2cccc3cccnc23)cc1OC	·	-41.3	2.9	8.7
43	O=C(NC1CCS(=O)(=O)C1)c1ccc(N2CCCCC2)c([N+](=O)[O-])c1 (stereo not given)	-0.8	-0.9	-3.2	·
44	CC(Oc1ccc(C(C)(C)C)cc1)C(=O)NCC(c1ccco1)N1CCCC1 (stereo not given)	·	·	-4.3	13.4
45	Nn1c(SCc2ccc(C(=O)O)cc2)nnc1-c1ccc(Cl)cc1Cl	-10.0	-3.5	3.3	-4.9
46	C[C@@H]1CN([C@@H](C)CO)C(=O)Cc2cc(NC(=O)c3ccncc3)ccc2O[C@H]1CN(C)S(=O)(=O)c1ccccc1	7.5	-14.2	2.9	6.6
47	O=C(c1ccc(N2CCCCS2(=O)=O)cc1)N1CCN(c2ccccc2F)CC1	-0.6	21.9	6.9	-4.1
48	O=C(O)c1ccc2c(=O)n3c(nc2c1)/C(=C/c1cccc(Cl)c1Cl)CC3	·	-17.9	-1.1	-4.2

nr	DENV2 CPE rescue	SIRT5 inh	PAX8 inh HTS
37	0.0	-0.7	-0.6
38	4.2	-0.7	16.1
39	?	0.3	3.8
40	3.7	0.7	-1.1
41	-10.1	-2.2	-244.2
42	-5.6	-3.7	13.0
43	-9.7	-0.3	14.8
44	-3.4	4.5	16.6
45	-4.7	-9.4	-8.4
46	-12.0	-1.1	-2.2
47	-6.0	8.3	10.5
48	15.6	5.4	26.3

# (continued)
nr	SMILES	ARNT TACC3 PPI	LGR2 antag	Casp6 inh	EWS-Fli inh
49	COC(=O)CCc1sc(NC2CCCCC2)nc1-c1ccc(OC)cc1	8.9	-1.8	·	·
50	O=C(CNC(=O)/C=C/c1ccco1)N=Nc1c(O)[nH]c2ccccc12	-21.6	-4.1	26.2	·
51	Cc1nc2ccccn2c1-c1ccnn1S(=O)(=O)c1ccc(F)cc1	1.0	14.4	0.5	-4.5
52	O=C(C[C@H]1CC[C@@H]2[C@H](COC[C@@H](O)CN2C(=O)Nc2ccc(C(F)(F)F)cc2)O1)NCC1CC1	5.1	10.2	-4.6	-11.6
53	C[C@H](CO)N1C[C@H](C)[C@@H](CN(C)C(=O)NC2CCCCC2)OCCCC[C@H](C)Oc2ccc(NC(=O)NC3CCCCC3)cc2C1=O	-11.5	-4.5	0.0	2.9
54	Cc1noc(C)c1NC(=O)N(C)C[C@H]1Oc2ccc(NC(=O)CCCCCC(=O)Nc3ccccc3N)cc2CC(=O)N([C@@H](C)CO)C[C@@H]1C	·	-17.7	-0.3	-9.8
55	CC1C(=O)Nc2ccccc2N1C(=O)c1c(F)cccc1F (stereo not given)	-18.6	0.2	3.1	2.0
56	COc1ccc(C(=O)c2ncc(C(F)(F)F)cc2Cl)cc1	3.1	-26.2	-1.4	-5.3
57	O=C(OCc1ccc([N+](=O)[O-])cc1)C1CC(=O)N(Cc2ccccc2)C1 (stereo not given)	0.4	-11.9	19.4	10.7
58	O=C(C[C@H]1C[C@H]2c3cc(NC(=O)c4ccc5c(c4)OCO5)ccc3O[C@H]2[C@H](CO)O1)NCC(F)(F)F	-0.1	-4.1	-2.1	-10.6
59	Cc1nc2c(C)cccc2cc1C(=O)N/N=C/c1cccc([N+](=O)[O-])c1	3.0	18.1	-0.1	-4.6
60	CC(C)CC#Cc1cnc2c(c1)C(=O)N([C@H](C)CO)C[C@H](C)[C@@H](CN(C)Cc1ccc(F)cc1)O2	-3.6	2.1	-2.2	6.4
61	O=C(NC1CCCCC1)C(c1ccccc1)N(Cc1ccco1)C(=O)c1csnn1 (stereo not given)	-7.1	1.0	2.0	0.6
62	C=CCOc1ccc(/C=C2\SC(N)=NC2=O)cc1OC	8.4	3.6	1.8	6.0

nr	DENV2 CPE rescue	SIRT5 inh	PAX8 inh HTS
49	·	·	-21.0
50	2.7	2.2	15.5
51	-4.9	-0.4	6.7
52	-6.4	1.1	10.6
53	-8.8	3.4	22.7
54	3.8	·	10.2
55	-3.1	-1.7	21.1
56	-2.6	·	12.9
57	15.8	·	-21.2
58	-2.4	-0.9	-19.6
59	2.6	0.9	-1.4
60	5.6	·	·
61	-3.3	3.4	-3.6
62	1.7	0.3	-8.3
